# Compound activity (PubChem)
# FLuc act counter: firefly luciferase counter-screen for stimulation assays; 200,000 tested, under 10 active; activation factor at 10 µM; P08659; ATPlite luciferase biochemical, luminescence, 10 min; 0 = ATP-free wells, 1 = DMSO control;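 active = luciferase activation factor, scaled between plate controls, of at least 2 with compound at 10 µM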
#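 Material: luciferase plus luciferin reagent, cell-free. Medium: PBS buffer for ATP. Also added: ATP substrate, dispensed from a 10.24 µM working solution in PBS. Doses: test compounds dosed from 2 mM stocks in 100% DMSO. Incubation: 10 min post-reagent at room temperature. Technique: light output (luminescence). Read-out basis: luminescence gain marking luciferase activators.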
# G6PDH counter: L. mesenteroides G6PDH inhibition counter-screen | inhibition, % at 5 µM | Purified L. mesenteroides G6PDH, diaphorase/resazurin coupled fluorescence, 45 min | 200,000 compounds, 0.12% hits; in the data active = inhibition above about 50%
# Diaph inh CS: diaphorase inhibition or chemical oxidation counter-screen; diaphorase resazurin-to-resorufin fluorescence, NADH, 16 min; bacterial (C. kluyveri) enzyme, not human; 190,000 compounds, 0.69% hits; inhibition, % at 20 µM; AID 1217;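 active = primary screen inhibition at 20 µM above a set limit, cut at about 50% in these data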;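 note: plate controls were DMSO with full reaction for no effect and wells lacking NADH for full effect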
#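 Detection: fluorescence of resorufin formed from resazurin, Ex 544/Em 590 nm; test system: Clostridium kluyveri diaphorase enzyme; amount: 0.14 U/mL diaphorase, enzyme working solution; times: 16-min room-temperature incubation before reading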
# FLuc inhib CS: inhibits firefly luciferase, flagging false hits in luciferase inhibition screens; P08659; ATPLite firefly luciferase biochemical luminescence, 10 min; inhibition, % at 10 µM; 200,000 compounds, 1.5% hits;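 active = inhibition above about 50% when tested at 10 µM, limit read from the data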
# APP 5'UTR act: APP 5'UTR luciferase reporter activation; AID 1276; SH-SY5Y APP 5'UTR luciferase reporter, luminescence; zero percent = DMSO vehicle wells; activation, % at 2 µM; 190,000 compounds, 1% hits;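 active = activation above a set limit, based on mean plus 3 SD of controls, cut at about 140% in these data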; note: values of inactives mirror those of a sister screen read the other way
# Diaph act CS: counter-screen for diaphorase-based assays: diaphorase activators and chemical reducers | activation factor at 20 µM | Diaphorase/resazurin coupled assay, resorufin fluorescence, 16 min; hits give high values; 1 = vehicle wells, 0 = NADH-free wells | 190,000 compounds, 0.005% hits;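 active = diaphorase activity raised at least twofold by the compound at 20 µM; inactive = activation factor below 2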
#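 Assay system: Purified diaphorase enzyme from Clostridium kluyveri | Amount: Enzyme 0.07 U/mL final | Dosing: Compound 20 µM once, DMSO 1% | Timing: 16 min reaction at room temperature | Detection: Fluorescence, excitation 544 nm and emission 590 nm | Evaluation: Higher resorufin formation from activation or reduction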
# APP 5UTR inh: APP translation inhibition. SH-SY5Y APP 5'UTR-luciferase reporter, luminescence. inhibition, % at 2 µM. 190,000 compounds, 0.82% hits. AID 1285;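 active = inhibition above a set limit, derived from the sample mean plus 3 SD, cut at about 45% in these data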; note: values of inactives mirror those of a sister screen read the other way
# TLR4-MyD88 BLA: TLR4-MyD88 interaction inhibition in cells; HeLa CL3-4 TLR4/MyD88 BLA complementation, FRET ratio; inhibition, % at 8.4 µM; 200,000 compounds, 0.18% hits; in the data active = inhibition above about 25%;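 note: 0% = vehicle and 100% = reference inhibitor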
# Target sequence (O00206 whole entry, looked up): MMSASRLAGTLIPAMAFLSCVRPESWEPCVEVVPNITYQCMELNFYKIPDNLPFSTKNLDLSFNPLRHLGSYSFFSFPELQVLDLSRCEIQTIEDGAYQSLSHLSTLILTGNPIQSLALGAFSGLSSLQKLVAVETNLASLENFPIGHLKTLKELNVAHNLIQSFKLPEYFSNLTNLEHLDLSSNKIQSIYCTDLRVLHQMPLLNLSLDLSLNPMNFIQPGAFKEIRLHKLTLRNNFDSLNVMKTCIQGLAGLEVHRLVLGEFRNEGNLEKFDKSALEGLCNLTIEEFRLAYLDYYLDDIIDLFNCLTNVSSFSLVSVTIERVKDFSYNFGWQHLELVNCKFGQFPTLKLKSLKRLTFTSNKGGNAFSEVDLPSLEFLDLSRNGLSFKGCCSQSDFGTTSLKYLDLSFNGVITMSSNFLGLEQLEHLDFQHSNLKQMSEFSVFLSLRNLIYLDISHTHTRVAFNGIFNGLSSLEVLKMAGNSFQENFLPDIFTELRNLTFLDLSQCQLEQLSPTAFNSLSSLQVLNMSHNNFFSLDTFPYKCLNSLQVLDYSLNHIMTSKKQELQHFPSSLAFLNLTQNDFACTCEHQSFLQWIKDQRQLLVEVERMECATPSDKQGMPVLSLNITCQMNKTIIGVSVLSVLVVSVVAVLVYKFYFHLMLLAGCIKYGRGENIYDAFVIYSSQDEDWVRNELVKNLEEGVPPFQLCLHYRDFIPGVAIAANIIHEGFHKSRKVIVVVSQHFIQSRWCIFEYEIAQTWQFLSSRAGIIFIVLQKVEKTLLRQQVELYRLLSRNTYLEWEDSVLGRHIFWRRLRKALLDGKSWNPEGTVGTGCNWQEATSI
# Target sequence (Q99836 whole entry, looked up): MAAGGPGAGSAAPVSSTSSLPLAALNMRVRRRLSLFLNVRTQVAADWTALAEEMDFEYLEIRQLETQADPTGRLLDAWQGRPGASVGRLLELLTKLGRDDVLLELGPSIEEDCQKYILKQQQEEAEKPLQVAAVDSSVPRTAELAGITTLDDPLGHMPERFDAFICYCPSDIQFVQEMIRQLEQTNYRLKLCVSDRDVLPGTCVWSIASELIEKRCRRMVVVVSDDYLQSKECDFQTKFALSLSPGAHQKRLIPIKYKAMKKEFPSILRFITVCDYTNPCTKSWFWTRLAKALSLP
# NF-kB neuron act: compounds increasing NF-kB expression in human neuronal cells; NF-kB reporter expression; hits give high values; fold change at 12.5 µM; 190,000 compounds, 1.6% hits; AID 1239; in the data active = fold change above about 3.3
# STAT1 act: STAT1 signaling activation | NIH 3T3 STAT1-luciferase reporter, IFN-gamma, luminescence; 100% = IFN-gamma alone, no compound | activation (% of control), % at 5.5 µM | 200,000 compounds, 2.6% hits;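 active = activation above the screen-wide mean activation plus 3 SD, cut at about 130% in these data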;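 note: raw ratio to IFN-gamma control signal so 100% means no change and 0% no light; values of inactives mirror those of a sister screen read the other way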
# The depositor's hits bear a star; x = no result given.
cpd	compound	FLuc act counter	G6PDH counter	Diaph inh CS	FLuc inhib CS	APP 5'UTR act	Diaph act CS	APP 5UTR inh	TLR4-MyD88 BLA	NF-kB neuron act	STAT1 act
1	CC(C)CC(NC(=O)C1CCC(C)CC1)C(=O)Nc1ccc2c(c1)OCCO2 (stereo not drawn)	1	1	22	4	32	0.8	-32	1	0.81	94
2	CCC(=O)NC(=S)Nc1ccc(NC(=O)c2ccc([N+](=O)[O-])cc2Cl)cc1	1	-10	12	-1	0	0.9	0	3	0.98	107
3	COc1ccc(CCCc2nnc(SCC(=O)Nc3cccc(C)c3)o2)cc1	1	8	17	-2	-1	0.8	1	-10	1.2	98
4	COc1cccc(NC(=O)Nc2cccs2)c1	0.7	6	8	32	3	0.9	-3	-10	1.4	101
5	COc1ccc(-c2nc(CS(=O)CC(=O)NCc3ccc4c(c3)OCO4)c(C)o2)cc1 (stereo not drawn)	1	-2	16	-3	-8	0.8	8	2	0.96	98
6	CC(NCCOCCOc1ccccc1)c1ccccc1 (stereo not drawn)	1	6	4	-5	7	1	-7	-11	0.9	96
7	O=C1CC(SC(=Nc2ccccc2)Nc2ccccc2)C(=O)N1c1cccc(Cl)c1 (stereo not drawn)	1	6	22	-4	5	0.8	-5	17	0.64	104
8	Cc1ccc(NC(=S)c2ccccc2)cc1	0.7	4	13	35	62	0.9	-62	0	2.3	139*
9	Cc1cc(C)nc(SCc2ccc(C(=O)N/N=C3\CC(C)CC(C)(C)C3)cc2)n1 (stereo not drawn)	1	-22	6	0	10	0.9	-10	4	0.97	106
10	CN(CCc1ccccn1)C1CC(=O)N(c2ccc(Cl)cc2)C1=O (stereo not drawn)	1.1	2	6	-8	x	0.9	x	-9	1.1	97
11	N#Cc1ccc(CSc2nnc(Nc3ccccc3)s2)cc1	1.1	4	20	-9	-12	0.8	12	8	1.1	97
12	Cc1cccc(N2CCN(Cc3cc(=O)n4ccsc4n3)CC2)c1C	1.1	5	5	-11	-10	1	10	-5	0.83	91
13	CCOc1ccccc1CNc1nc2nc3c(c(=O)n2[nH]1)CCC3	1	10	8	-4	8	0.9	-8	8	1.3	92
14	O=C(Oc1ccc([N+](=O)[O-])cc1)c1ccc(Cl)c(S(=O)(=O)N2CCCCC2)c1	1.1	-4	2	-6	-1	1	1	1	1.1	105
15	COc1cc(Cc2ccc(N)c(OC)c2)ccc1N	1	-2	10	-2	10	0.9	-10	-7	1.5	98
16	Cc1ccc(SCC(=O)n2nc(C)cc2C)cc1	1	8	3	-3	-16	1	16	-19	1.2	101
17	COc1cccc2sc(Nc3nc(-c4ccncc4)cs3)nc12	1	2	-6	-1	-94	1.1	94*	-20	1.4	117
18	CCCC(=O)Nc1ccc(Cl)c(NC(=O)c2ccc([N+](=O)[O-])cc2Cl)c1	1	-3	12	-3	0	0.9	0	3	0.9	100
19	COc1ccc(NC(=S)N(CCN(C)C)Cc2cccs2)cc1	1.1	0	2	-6	25	1	-25	-4	1.3	97
20	Cc1ccc(S(=O)(=O)N2CCN(C(=O)N(C)C)CC2)cc1C	1.1	6	5	-8	-6	0.9	6	-1	0.9	96
21	Cc1sc(NC(=O)c2ccco2)c(C(Nc2ccccn2)c2ccccc2)c1C (stereo not drawn)	1	-18	22	-4	9	0.8	-9	5	1	107
22	Cc1ccc(N(CN2CCCC2=O)C(=O)c2ccc(OC(C)C)cc2)cc1	1.1	0	20	-5	-4	0.8	4	-7	1	90
23	OCCC1CN(Cc2cccc(OC3CCCC3)c2)CCN1Cc1ccsc1 (stereo not drawn)	1	10	9	-1	3	0.9	-3	2	0.9	102
24	Cc1ccc(S(=O)(=O)CC2CSc3nc(N)cc(=O)n32)cc1 (stereo not drawn)	1	5	19	-4	-6	0.8	6	7	1.1	98

# Reprinted from the part before: 6 compounds; new compounds follow.
cpd	compound	FLuc act counter	G6PDH counter	Diaph inh CS	FLuc inhib CS	APP 5'UTR act	Diaph act CS	APP 5UTR inh	TLR4-MyD88 BLA	NF-kB neuron act	STAT1 act
19	COc1ccc(NC(=S)N(CCN(C)C)Cc2cccs2)cc1	1.1	0	2	-6	25	1	-25	-4	1.3	97
20	Cc1ccc(S(=O)(=O)N2CCN(C(=O)N(C)C)CC2)cc1C	1.1	6	5	-8	-6	0.9	6	-1	0.9	96
21	Cc1sc(NC(=O)c2ccco2)c(C(Nc2ccccn2)c2ccccc2)c1C (stereo not drawn)	1	-18	22	-4	9	0.8	-9	5	1	107
22	Cc1ccc(N(CN2CCCC2=O)C(=O)c2ccc(OC(C)C)cc2)cc1	1.1	0	20	-5	-4	0.8	4	-7	1	90
23	OCCC1CN(Cc2cccc(OC3CCCC3)c2)CCN1Cc1ccsc1 (stereo not drawn)	1	10	9	-1	3	0.9	-3	2	0.9	102
24	Cc1ccc(S(=O)(=O)CC2CSc3nc(N)cc(=O)n32)cc1 (stereo not drawn)	1	5	19	-4	-6	0.8	6	7	1.1	98
25	O=c1cc(NCc2ccccc2)nc2ccccn12	1	10	-7	5	2	1.1	-2	1	1.5	113
26	O=C(Nc1ccon1)c1sc2cc(F)ccc2c1Cl	0.8	-3	5	21	34	1	-34	14	2.4	131*
27	CCC1C/C(=C\c2cccnc2)C(=O)/C(=C/c2cccnc2)C1 (stereo not drawn)	1.1	15	16	-6	-95	0.8	95*	-13	0.19	75
28	COC(=O)c1sccc1NC(=O)c1c(-c2ccccc2)noc1C	1.1	10	7	-5	9	0.9	-9	6	1.1	114
29	NC(=O)NC(=O)CSc1nc(C2CCCCC2)n(-c2ccccc2)n1	1	7	12	-2	22	0.9	-22	-10	1.1	94
30	CCOC(=O)CNc1cccc(C(F)(F)F)c1	1	5	-3	-4	11	1	-10	-7	0.72	95
31	CCN(CC)CCNC(=O)c1ccc(Cl)c(S(=O)(=O)Nc2ccccc2OC)c1	1.1	10	2	-8	9	1	-9	9	1.3	99
32	Cc1ccc(C)n1-c1ccc(-c2nnco2)cc1	1	17	15	1	17	0.8	-17	0	1.1	108
33	CC1CCCC(C)N1C(=O)COc1ccc(C(=O)Nc2ccccc2N2CCOCC2)cc1 (stereo not drawn)	1.1	-5	4	-8	-26	1	26	-1	0.67	101
34	Cc1c(C)c2cc(Cl)c(O)c(CN(C)C)c2oc1=O	1	0	10	-2	5	0.9	-5	-2	1.3	106
35	Cn1c(=O)c(=O)n(C)c2cc(S(=O)(=O)N3CCCCC3)ccc21	1.1	-6	-4	-7	-13	1	12	2	1.4	103
36	COc1ccc(O)c(C(=O)c2cnc3c(c2)c(=O)[nH]c(=O)n3C)c1	1	7	-2	-3	7	1	-7	3	1.1	99

# Given screen by screen: entries from further up.
31	CCN(CC)CCNC(=O)c1ccc(Cl)c(S(=O)(=O)Nc2ccccc2OC)c1
32	Cc1ccc(C)n1-c1ccc(-c2nnco2)cc1
compound no.	31	32
FLuc act counter	1.1	1
G6PDH counter	10	17
Diaph inh CS	2	15
FLuc inhib CS	-8	1
APP 5'UTR act	9	17
Diaph act CS	1	0.8
APP 5UTR inh	-9	-17
TLR4-MyD88 BLA	9	0
NF-kB neuron act	1.3	1.1
STAT1 act	99	108

# The list goes on:
cpd	compound	FLuc act counter	G6PDH counter	Diaph inh CS	FLuc inhib CS	APP 5'UTR act	Diaph act CS	APP 5UTR inh	TLR4-MyD88 BLA	NF-kB neuron act	STAT1 act
37	O=c1oc2c3c4c(cc2c2c1CCC2)OCCN4CCC3	1.1	9	50	-6	-4	0.5	4	2	1.1	99
38	O=C(CC(NS(=O)(=O)c1ccc(Cl)cc1)c1ccco1)N1CCc2ccccc21 (stereo not drawn)	1	6	14	0	15	0.9	-15	-3	1.6	100
39	O=S(=O)(c1ccc2ccccc2c1)N1CCN(Cc2ccccn2)CC1	1	21	-4	2	-3	1	3	-5	1.1	98
40	Cc1cc(O)c(/C=N/Nc2cccc(Cl)c2)c(=O)o1	0.8	-7	11	25	15	0.9	-15	3	1.3	95
41	COc1cccc(OCCOCCN(C)CCO)c1	1.1	-15	-2	-8	4	1	-4	1	0.99	95
42	COc1ccc(/C=C(/NC(=O)c2ccc(C)cc2)C(=O)NCC2CCCO2)cc1 (stereo not drawn)	1.1	3	9	-7	18	0.9	-18	11	1.4	101
43	CN=C1SC(CC(=O)Nc2c(C)cccc2C)C(=O)N1/N=C/c1cccs1 (stereo not drawn)	1.1	15	2	-7	-3	1	3	-3	1.1	98
44	COc1ccc2cc(C(c3nnnn3C3CCCCC3)N3CCCCCC3)c3nnnn3c2c1 (stereo not drawn)	x	x	x	x	5	x	-5	0	x	102
45	O=C(NCCNS(=O)(=O)c1ccccc1Cl)c1cc(OCC(F)(F)F)ccc1OCC(F)(F)F	1.1	7	19	-10	15	0.8	-15	-10	0.97	105
46	O=C(Nc1ccccc1)Nc1ccccn1	0.9	-3	12	12	39	0.9	-39	-9	1.8	119
47	CS(=O)(=O)c1ccc(Cl)c(NC(=O)Cc2ccccc2F)c1	1.1	1	16	-9	11	0.8	-11	13	1.1	97
48	CC(C)OC(=O)c1nnc(-c2ccccc2)nc1OC(C)C	1	-8	5	0	-1	1	1	-3	0.95	97
49	CCOC(=O)/C(=C/C=C1\Sc2cc(C)c(C)cc2N1CC)C(C)=O	1	12	14	-1	26	0.9	-26	0	0.57	62
50	Cc1ccc(NC(=O)c2cccc(S(=O)(=O)N(C)c3ccccc3)c2)cc1S(=O)(=O)N1CCOCC1	1.1	9	21	-8	2	0.8	-2	0	0.34	96
51	CNC(=S)NNc1nc(C)cc(C)n1	1.1	0	1	-6	-9	1	9	0	1.1	97
52	Cc1cccc(NC(=S)NC(NC(=O)OCc2ccccc2)C(Cl)(Cl)Cl)c1 (stereo not drawn)	1	4	11	-5	10	0.9	-10	4	1.2	95
53	COC(=O)Cn1c(=NC(=O)CSCC(=O)Nc2cc(C)on2)sc2cc(C(=O)OC)ccc21	1	7	-6	-1	13	1.1	-13	0	0.96	97
54	COc1cccc(CN(Cc2ccco2)C(c2ccc(F)cc2)c2nnnn2C(C)(C)C)c1 (stereo not drawn)	1	18	8	-4	9	0.9	-9	15	0.71	102
55	COc1ccc(NC(=O)CCSc2nnc(C)s2)cc1	1	6	2	1	-10	1	10	-9	0.9	88
56	CC(C)(C)c1cc(C(=O)N/N=C/c2ccc(O)cc2)n(-c2ccccc2)n1	1.1	7	16	-6	3	0.8	-4	3	0.89	107

# Reformatted screen by screen: 2 of the compounds above
13	CCOc1ccccc1CNc1nc2nc3c(c(=O)n2[nH]1)CCC3
14	O=C(Oc1ccc([N+](=O)[O-])cc1)c1ccc(Cl)c(S(=O)(=O)N2CCCCC2)c1

entry no. | 13 | 14
FLuc act counter | 1 | 1.1
G6PDH counter | 10 | -4
Diaph inh CS | 8 | 2
FLuc inhib CS | -4 | -6
APP 5'UTR act | 8 | -1
Diaph act CS | 0.9 | 1
APP 5UTR inh | -8 | 1
TLR4-MyD88 BLA | 8 | 1
NF-kB neuron act | 1.3 | 1.1
STAT1 act | 92 | 105
